MEKK2wt PB1 HTS = raises or lowers MEK5 binding to wildtype human MEKK2 PB1 domain; Q9Y2U5; bead flow cytometry, Alexa488-MEK5 binding to MEKK2 WT; actives lie on both sides; binding response (% of control), % at 10 µM; 290,000 tested, 1.1% active; AID 1531; in the data active = binding response below about 67% or above about 130%
MEKK2mut PB1 HTS = signal of MEK5 binding to mutant human MEKK2 PB1 domain; percent response, % at 10 µM; bead flow cytometry, Alexa488-MEK5 binding to MEKK2 mutant; 290,000 tested, 0.35% active; in the data active = percent response above about 24%, passing the limit was not always enough; note: inactives centre near 1; some results filed as inactive read as strong as hits; reference of the scale not given here
MEKK3 PB1 HTS = MEKK3-MEK5 PB1 interaction, increase or decrease; Q99759; bead-based flow cytometry, Alexa488-MEK5 binding to MEKK3; actives lie on both sides; 0 = blocked by unlabeled MEK5, 100 = vehicle; binding response (% of control), % at 10 µM; 290,000 tested, 1.4% active; AID 1529;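 active = binding response more than 3 SD above or below the average of its plate-row segment, actives on both sides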;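 note: Alexa488 bead fluorescence after subtracting the streptavidin-only scavenger bead signal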
IDE act = boosts human insulin-degrading enzyme activity in HEK cells; 340,000 tested, 0.073% active; P14735; FAbeta-B cleavage, fluorescence polarization; 0% vehicle, 100% cell-free pure enzyme wells; activation, % at 5.96 µM;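 active = activation above the mean of all tested compounds plus 3 SD, set per screening campaign, cut at about 17% in these data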
Target sequence (P14735 whole entry, looked up): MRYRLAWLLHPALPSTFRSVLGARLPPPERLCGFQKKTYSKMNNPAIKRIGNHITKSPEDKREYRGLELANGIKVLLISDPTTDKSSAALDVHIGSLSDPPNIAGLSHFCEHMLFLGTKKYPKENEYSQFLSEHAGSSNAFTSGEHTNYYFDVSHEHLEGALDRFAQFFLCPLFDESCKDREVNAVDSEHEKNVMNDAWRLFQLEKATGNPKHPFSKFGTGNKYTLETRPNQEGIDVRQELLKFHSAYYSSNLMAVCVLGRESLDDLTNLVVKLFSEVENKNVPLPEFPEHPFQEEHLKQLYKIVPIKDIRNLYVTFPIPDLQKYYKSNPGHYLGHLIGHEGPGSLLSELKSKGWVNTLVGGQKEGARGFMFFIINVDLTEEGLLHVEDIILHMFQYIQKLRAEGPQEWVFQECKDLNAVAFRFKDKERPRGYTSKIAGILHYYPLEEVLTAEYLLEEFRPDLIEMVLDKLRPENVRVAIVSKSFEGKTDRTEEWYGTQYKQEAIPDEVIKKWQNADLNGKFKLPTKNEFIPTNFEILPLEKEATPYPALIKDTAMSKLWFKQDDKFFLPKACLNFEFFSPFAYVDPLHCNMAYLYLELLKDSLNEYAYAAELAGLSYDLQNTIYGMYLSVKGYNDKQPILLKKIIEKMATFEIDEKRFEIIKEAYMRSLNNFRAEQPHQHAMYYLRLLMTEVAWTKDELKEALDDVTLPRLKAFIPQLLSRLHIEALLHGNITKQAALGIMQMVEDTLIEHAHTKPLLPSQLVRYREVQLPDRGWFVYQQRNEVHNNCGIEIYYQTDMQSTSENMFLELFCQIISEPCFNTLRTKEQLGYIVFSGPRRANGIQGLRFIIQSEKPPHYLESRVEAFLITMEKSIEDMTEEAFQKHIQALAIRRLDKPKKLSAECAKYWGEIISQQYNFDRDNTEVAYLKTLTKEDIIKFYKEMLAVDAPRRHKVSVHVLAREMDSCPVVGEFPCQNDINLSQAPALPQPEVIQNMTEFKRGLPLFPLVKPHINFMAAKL
M18AAP inhibitor = PfM18AAP enzyme inhibition; recombinant PfM18AAP, H-Glu-NHMec fluorogenic cleavage; inhibition, % at 7.35 µM; 290,000 tested, 1.2% active; AID 1822;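 active = inhibition above the campaign mean inhibition over all tested compounds plus 3 SD, cut at about 28% in these data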;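 note: 0% = plate median of test compound wells and 100% = 2 mM ZnCl2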
UBC9 SUMO inh = blocks human SUMOylation mediated by UBC9; P63279; 290,000 tested, 0.36% active; inhibition, % at 35 µM; HTRF SUMOylation assay, SAE1/SAE2 + UBC9, in vitro; AID 2006; in the data active = inhibition above about 50%, passing the limit was not always enough; note: strong numbers were not always called active
IDE inh = inhibits human insulin-degrading enzyme in HEK cells | AID 434962 | 320,000 tested, 0.41% active | FAbetaB cleavage, fluorescence polarization | P14735 | inhibition, % at 5.59 µM;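 active = percent inhibition above the average of all tested compounds plus 3 SD, set per screening campaign, cut at about 16% in these data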;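 note: IDE supplied by intact live HEK cells; FP after avidin binding of uncleaved biotin substrate so inhibition keeps polarization high; 0% = DMSO wells and 100% = 60 µM reference IDE inhibitor Ii1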
NALP1 inh = inhibitors of NALP1 inflammasome in yeast; S. cerevisiae NALP1/ASC/caspase-1 growth, X-gal OD620, 72 h; inhibition, % at 10 µM; 280,000 tested, 0.61% active; AID 2071; in the data active = inhibition mostly above about 24%, no sharp cut-off; inactive = mostly below about 32%; note: some compounds called inactive have numbers as strong as hits
p-CIP stab down = lowers stability of the mouse p/CIP coactivator protein. Q05BA5. F442A p/CIP-EGFP cells, EGFP fluorescence, 16 h. decrease of EGFP signal, % at 10 µM. 290,000 tested, 0.01% active. AID 1984;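 active = EGFP signal decrease of at least 30% at 10 µM or well 3 SD below plate mean, unless failing retest; inactive = the rest, including hits failing retest or dose response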; note: some compounds called inactive have numbers as strong as hits; many of its hits are not listed in these tables
The depositor's hits bear a star.

Cc1ccccc1CSCC(=O)c1c(N)n(C)c(=O)n(C)c1=O was read as MEKK2wt PB1 HTS 105, MEKK2mut PB1 HTS 5, MEKK3 PB1 HTS 103, IDE act -3, M18AAP inhibitor -4, UBC9 SUMO inh -22, IDE inh 6, NALP1 inh -2 and p-CIP stab down 6.
`Cc1ccc2[nH]c3c(=O)n(CCCN4CCN(C)CC4)cnc3c2c1` gave MEKK2wt PB1 HTS 103, MEKK2mut PB1 HTS 1, MEKK3 PB1 HTS 88, IDE act 1, M18AAP inhibitor 1, UBC9 SUMO inh 3, IDE inh 6, NALP1 inh 9 and p-CIP stab down 5.
CCC(C)N1CCC(Oc2ccc(C(=O)NCc3ccccn3)cc2)CC1 (stereo not given) was read as MEKK2wt PB1 HTS 102, MEKK2mut PB1 HTS 2, MEKK3 PB1 HTS 97, IDE act 5, M18AAP inhibitor -2, UBC9 SUMO inh 12, IDE inh 4, NALP1 inh 14 and p-CIP stab down -4.
Screening COc1cccc(CNC(=O)CCNC(=O)c2ccccc2OC)c1 returned MEKK2wt PB1 HTS 109, MEKK2mut PB1 HTS 5, MEKK3 PB1 HTS 103, IDE act 7, M18AAP inhibitor -6, UBC9 SUMO inh -5, IDE inh 0, NALP1 inh 20 and p-CIP stab down -7.
`Cc1cccc2c(C(=O)N3CCN(c4ccccc4)CC3)cc(-c3ccncc3)nc12` gave MEKK2wt PB1 HTS 102, MEKK2mut PB1 HTS -5, MEKK3 PB1 HTS 101, IDE act -4, M18AAP inhibitor 0, UBC9 SUMO inh -3, IDE inh 1, NALP1 inh 12 and p-CIP stab down 12.
Screening O=C(CSc1ncn[nH]1)N1CCN(S(=O)(=O)c2ccccc2)CC1 returned MEKK2wt PB1 HTS 106, MEKK2mut PB1 HTS 11, MEKK3 PB1 HTS 106, IDE act 3, M18AAP inhibitor 12, UBC9 SUMO inh 12, IDE inh 2, NALP1 inh -2 and p-CIP stab down 0.
Screening Cc1cc(C)nc(NC(=O)c2c(-c3c(Cl)cccc3Cl)noc2C)n1 returned MEKK2wt PB1 HTS 107, MEKK2mut PB1 HTS 7, MEKK3 PB1 HTS 109, IDE act 5, M18AAP inhibitor -8, UBC9 SUMO inh -3, IDE inh -9, NALP1 inh 32 and p-CIP stab down 0.
CCOC(=O)C(c1ccccc1)C(Nc1cc(C(F)(F)F)cc(C(F)(F)F)c1)c1ccccn1 (stereo not given) was read as MEKK2wt PB1 HTS 96, MEKK2mut PB1 HTS -4, MEKK3 PB1 HTS 100, IDE act 11, M18AAP inhibitor 1, UBC9 SUMO inh -11, IDE inh 5, NALP1 inh 13 and p-CIP stab down -6.
Screening COC(=O)C1=C(C)NC2=C(C(=O)CCC2)C1c1ccsc1 (stereo not given) returned MEKK2wt PB1 HTS 98, MEKK2mut PB1 HTS 0, MEKK3 PB1 HTS 98, M18AAP inhibitor -1, UBC9 SUMO inh -20, NALP1 inh 19 and p-CIP stab down 1.
Screening Cc1[nH]c2ccccc2c(=O)c1CN1CCCCCC1 returned MEKK2wt PB1 HTS 104, MEKK2mut PB1 HTS 10, MEKK3 PB1 HTS 100, IDE act 6, M18AAP inhibitor 11, UBC9 SUMO inh 15, IDE inh 5, NALP1 inh -1 and p-CIP stab down -2.
Screening CSc1nc2ncnc(N)c2[nH]1 returned MEKK2wt PB1 HTS 105, MEKK2mut PB1 HTS 5, MEKK3 PB1 HTS 106, M18AAP inhibitor -7, UBC9 SUMO inh 8, IDE inh 4 and p-CIP stab down -11.
Screening Cc1cc(C(=O)NC(=S)Nc2ccccc2N2CCOCC2)ccc1[N+](=O)[O-] returned MEKK2wt PB1 HTS 97, MEKK2mut PB1 HTS -2, MEKK3 PB1 HTS 103, IDE act 4, M18AAP inhibitor -15, UBC9 SUMO inh -13, IDE inh 6, NALP1 inh 31 and p-CIP stab down 6.
COc1cccc2sc(N(CCCN(C)C)C(=O)c3sc4ccccc4c3Cl)nc12 was read as MEKK2wt PB1 HTS 211*, MEKK2mut PB1 HTS 63*, MEKK3 PB1 HTS 119, IDE act -2, M18AAP inhibitor 3, UBC9 SUMO inh 12, IDE inh -1, NALP1 inh 38 and p-CIP stab down -2.
`Fc1cccc(Nc2ncnc3sccc23)c1` gave MEKK2wt PB1 HTS 100, MEKK2mut PB1 HTS -1, MEKK3 PB1 HTS 101, IDE act 1, M18AAP inhibitor 1, UBC9 SUMO inh 16, IDE inh 2, NALP1 inh 21 and p-CIP stab down -4.
Screening COc1cccc(/C=N/NC(=O)CSc2ccccc2C)c1OC returned MEKK2wt PB1 HTS 104, MEKK2mut PB1 HTS 2, MEKK3 PB1 HTS 102, IDE act 5, M18AAP inhibitor 3, UBC9 SUMO inh 4, IDE inh 4, NALP1 inh 28 and p-CIP stab down -4.
For CCC(=O)NCCn1c(C)cc2ccccc21 the results were MEKK2wt PB1 HTS 107, MEKK2mut PB1 HTS 4, MEKK3 PB1 HTS 99, IDE act 6, M18AAP inhibitor 7, UBC9 SUMO inh 11, IDE inh 7 and p-CIP stab down -14.
`O=C(Nc1ccc(F)cc1)c1cc(S(=O)(=O)N2CCOCC2)cs1` gave MEKK2wt PB1 HTS 98, MEKK2mut PB1 HTS 2, MEKK3 PB1 HTS 98, IDE act 4, M18AAP inhibitor -5, UBC9 SUMO inh 2, IDE inh 8, NALP1 inh 3 and p-CIP stab down -16.
`Cn1c(SCC(=O)n2c3c(c4ccccc42)CCCC3)nnc1-c1ccccc1` gave MEKK2wt PB1 HTS 96, MEKK2mut PB1 HTS -1, MEKK3 PB1 HTS 99, IDE act -2, M18AAP inhibitor 3, UBC9 SUMO inh 0, IDE inh 2, NALP1 inh -3 and p-CIP stab down 5.
Screening COc1ccc(S(=O)(=O)NNC(=O)C2CC(c3cccnc3)=NO2)cc1 (stereo not given) returned MEKK2wt PB1 HTS 91, MEKK2mut PB1 HTS -8, MEKK3 PB1 HTS 98, IDE act 6, M18AAP inhibitor -2, UBC9 SUMO inh 12, IDE inh 4, NALP1 inh -7 and p-CIP stab down -4.
`COc1ccc(S(=O)(=O)N2CCN(C)CC2)cc1C` gave MEKK2wt PB1 HTS 91, MEKK2mut PB1 HTS -4, MEKK3 PB1 HTS 87, IDE act 2, M18AAP inhibitor 0, UBC9 SUMO inh 20, IDE inh -1, NALP1 inh -2 and p-CIP stab down -4.
CCOC(=O)NC(=O)CSc1cc(C)c2cc(C)cc(C)c2n1 was read as MEKK2wt PB1 HTS 102, MEKK2mut PB1 HTS -1, MEKK3 PB1 HTS 103, IDE act -1, M18AAP inhibitor -4, UBC9 SUMO inh 9, IDE inh 4, NALP1 inh 4 and p-CIP stab down -2.
`COc1ccc(NC(=O)NCCc2ccc(Cl)cc2)cc1OC` gave MEKK2wt PB1 HTS 95, MEKK2mut PB1 HTS -6, MEKK3 PB1 HTS 95, IDE act 0, M18AAP inhibitor 4, UBC9 SUMO inh 6, IDE inh 1, NALP1 inh -5 and p-CIP stab down -4.
`CCOC(=O)C1CCN(Cc2cc(Cl)c3ccccc3c2O)CC1` gave MEKK2wt PB1 HTS 93, MEKK2mut PB1 HTS -10, MEKK3 PB1 HTS 101, IDE act 3, M18AAP inhibitor 23, UBC9 SUMO inh 10, IDE inh -4, NALP1 inh 25 and p-CIP stab down -11.
For O=C(NC1CCCC1)C(c1cccs1)N(C(=O)c1csnn1)c1ccccc1F (stereo not given) the results were MEKK2wt PB1 HTS 98, MEKK2mut PB1 HTS -1, MEKK3 PB1 HTS 102, IDE act 0, M18AAP inhibitor 2, UBC9 SUMO inh 3, IDE inh 1, NALP1 inh -3 and p-CIP stab down -6.
For CCOc1cc(/C=C/c2nc3cc(C)c(C)cc3s2)ccc1OCC(=O)N1CCOCC1 the results were MEKK2wt PB1 HTS 91, MEKK2mut PB1 HTS -2, MEKK3 PB1 HTS 94, IDE act -4, M18AAP inhibitor -10, UBC9 SUMO inh 2, IDE inh -2, NALP1 inh 20 and p-CIP stab down -8.
CCc1nnc(NC(=O)CN2CCN(c3cccc(OC)c3)CC2)s1 was read as MEKK2wt PB1 HTS 100, MEKK2mut PB1 HTS 3, MEKK3 PB1 HTS 108, IDE act 0, M18AAP inhibitor -6, UBC9 SUMO inh 4, IDE inh 9, NALP1 inh -58 and p-CIP stab down -45.
CCOc1cccc(-c2c(C(=O)N/N=C/c3cccs3)nnn2-c2nonc2N)c1 was read as MEKK2wt PB1 HTS 96, MEKK2mut PB1 HTS -11, MEKK3 PB1 HTS 97, IDE act 3, M18AAP inhibitor -2, UBC9 SUMO inh -6, IDE inh 2, NALP1 inh 9 and p-CIP stab down -10.
`CCN1C(=O)c2cccc3c(Cl)ccc1c23` gave MEKK2wt PB1 HTS 96, MEKK2mut PB1 HTS -6, MEKK3 PB1 HTS 98, IDE act -3, M18AAP inhibitor 6, UBC9 SUMO inh 10, IDE inh 3, NALP1 inh -22 and p-CIP stab down 2.
Screening CCOC(=O)C(CC)/C(C)=N/NC(=O)c1ccc([N+](=O)[O-])cc1 (stereo not given) returned MEKK2wt PB1 HTS 100, MEKK2mut PB1 HTS 2, MEKK3 PB1 HTS 98, IDE act 1, M18AAP inhibitor -11, UBC9 SUMO inh 8, IDE inh 0, NALP1 inh 9 and p-CIP stab down 2.
`Cc1ccc(NC(=O)CCNS(=O)(=O)c2ccc3c(c2)CCC(=O)N3)c(Br)c1` gave MEKK2wt PB1 HTS 99, MEKK2mut PB1 HTS 2, MEKK3 PB1 HTS 103, IDE act 5, M18AAP inhibitor -2, UBC9 SUMO inh 5, IDE inh 0, NALP1 inh 10 and p-CIP stab down 6.
For CC1(C)CC(=O)c2sc(NC(=O)CN3CCCCC3)nc2C1 the results were MEKK2wt PB1 HTS 101, MEKK2mut PB1 HTS -7, MEKK3 PB1 HTS 97, IDE act -3, M18AAP inhibitor -3, UBC9 SUMO inh 18, IDE inh 3, NALP1 inh 7 and p-CIP stab down -1.

Entries from the list above with an aryl thioether with sulfur outside any ring:
Screening O=C(CSc1ncn[nH]1)N1CCN(S(=O)(=O)c2ccccc2)CC1 returned MEKK2wt PB1 HTS 106, MEKK2mut PB1 HTS 11, MEKK3 PB1 HTS 106, IDE act 3, M18AAP inhibitor 12, UBC9 SUMO inh 12, IDE inh 2, NALP1 inh -2 and p-CIP stab down 0.
Screening CSc1nc2ncnc(N)c2[nH]1 returned MEKK2wt PB1 HTS 105, MEKK2mut PB1 HTS 5, MEKK3 PB1 HTS 106, M18AAP inhibitor -7, UBC9 SUMO inh 8, IDE inh 4 and p-CIP stab down -11.
Screening COc1cccc(/C=N/NC(=O)CSc2ccccc2C)c1OC returned MEKK2wt PB1 HTS 104, MEKK2mut PB1 HTS 2, MEKK3 PB1 HTS 102, IDE act 5, M18AAP inhibitor 3, UBC9 SUMO inh 4, IDE inh 4, NALP1 inh 28 and p-CIP stab down -4.
`Cn1c(SCC(=O)n2c3c(c4ccccc42)CCCC3)nnc1-c1ccccc1` gave MEKK2wt PB1 HTS 96, MEKK2mut PB1 HTS -1, MEKK3 PB1 HTS 99, IDE act -2, M18AAP inhibitor 3, UBC9 SUMO inh 0, IDE inh 2, NALP1 inh -3 and p-CIP stab down 5.
CCOC(=O)NC(=O)CSc1cc(C)c2cc(C)cc(C)c2n1 was read as MEKK2wt PB1 HTS 102, MEKK2mut PB1 HTS -1, MEKK3 PB1 HTS 103, IDE act -1, M18AAP inhibitor -4, UBC9 SUMO inh 9, IDE inh 4, NALP1 inh 4 and p-CIP stab down -2.

Bioassay records: PubChem, several laboratories

Not all compounds are listed; the hit share may differ from the screen's.
